# Screening results (PubChem)
# L3MBTL1 inh – qHTS Assay for the Inhibitors of L3MBTL1; AlphaScreen L3MBTL1–H3K9me1 peptide binding; Potency, µM (titrated, usually from 57.1 µM), inactives show at the highest dose activity, negative = inhibition, usual class: inhibitors; 230,000 compounds, 0.66% hits; further: nearly all actives have a fitted effect of over 60% in size
#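 Displacement of a biotinylated histone H3(1-15) peptide monomethylated at Lys9 (75 nM) from L3MBTL1 (50 nM) was measured by AlphaScreen after a 30 min room-temperature compound incubation; cefsulodin titration served as intraplate control.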
# TR SRC2 fluor cs – Total Fluorescence Counterscreen for Inhibitors of the Interaction of Thyroid Hormone Receptor and Steroid Receptor Coregulator 2. TRb/SRC2 Texas Red total fluorescence interference. Potency, µM (titrated, usually from 106 µM), for the others: at the highest dose fluorescence change, negative = quenching. 280,000 compounds, 0.29% hits; active means well fitted curve in either direction with a large enough effect; inconclusive means small, poorly fitted or top-dose-only effect
#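 Human TRb ligand-binding domain at 0.6 uM with 20 nM Texas Red SRC2 peptide in Tris buffer containing 1 uM T3 and 5% DMSO, incubated with compound 5 h at ambient temperature. Total fluorescence (555/632 nm) calculated as parallel + 2 × perpendicular.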
# Tau fibril ThT – qHTS for Inhibitors of Tau Fibril Formation, Thioflavin T Binding. recombinant tau K18 P301L (four-repeat tau fragment), heparin-induced fibrillization, ThT fluorescence. Microtubule-associated protein tau (Homo sapiens), P10636. 270,000 compounds, 2.1% hits. Potency, µM (highest dose often 57.4 µM), for inactives: at the highest dose activity, negative = inhibition, actives largely listed as inhibitors; further: nearly all actives have a fitted effect of over 55% in size
#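 Recombinant human tau K18 fragment […] carrying P301L, 15 uM unlabeled plus 0.24 uM Alexa 594-labeled, was fibrillized with 20 uM heparin in 100 mM sodium acetate pH 7 for 6 hr at 37 C; 30 uM ThT fluorescence read after 1 hr.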
# TRb SRC2 PPI – qHTS for Inhibitors of the Interaction of Thyroid Hormone Receptor and Steroid Receptor Coregulator 2 | Thyroid hormone receptor beta (Homo sapiens), P10828 | TRbeta-SRC2 peptide binding, fluorescence polarization; receptor liganded with 1 µM T3 | Potency, µM (series often up to 106 µM), without a hit: at the highest dose activity change, negative = inhibition, most hits filed as inhibitors | 280,000 compounds, 0.065% hits;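 further: plate controls were bound peptide for no effect and peptide without receptor for full effect; nearly all actives have a fitted effect of over 50% in size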
#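 Fluorescence polarization of 20 nM Texas Red SRC2 peptide (20-aa NR interaction domain) bound to 0.6 uM human TRb ligand-binding domain, with 1 uM T3, after 5 hr at ambient temperature; inhibition seen as decreased polarization.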
# RECQ1 inh – qHTS Assay for Inhibitors of RecQ-Like Dna Helicase 1 (RECQ1); 240,000 compounds, 0.54% hits; RECQ1 DNA unwinding, red fluorescence kinetic read; ATP-dependent DNA helicase Q1 (Homo sapiens), P46063; Potency, µM (doses to about 57.3 µM), without a hit: at the highest dose activity, negative = inhibition, usual class: inhibitors; AID 2549, 2010;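 further: plate controls were vehicle for no effect and no enzyme for full effect; nearly all actives have a fitted effect of over 30% in size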
#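 50 nM RECQ1T1 preincubated 15 min with compound in Tris pH 8.0 buffer with MgCl2, DTT, Tween-20 and 2.5 ug/ml poly(dI-dC); started with 200 nM TAMRA/BHQ-2 forked duplex and 2 mM ATP. Unwinding read as fluorescence (525/598 nm), two reads 2 h apart.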
# Tau fibril FP – qHTS for Inhibitors of Tau Fibril Formation, Fluorescence Polarization | 280,000 compounds, 0.39% hits | AID 1468, 2008 | K18 P301L tau heparin fibrillization, Alexa594 FP, 6 h | Potency, µM (top dose mostly 57.7 µM), for the others: at the highest dose activity, negative = inhibition, usual class: inhibitors; further: nearly all actives have a fitted effect of over 55% in size
#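 FP of Alexa 594-tau after heparin (20 uM) induction. Substrate: human K18 P301L, 15 uM unlabeled, 0.24 uM labeled. Buffer 100 mM sodium acetate pH 7. 6 hr, 37 C.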
# RGS12 GoLoco inh – qHTS Assay for Inhibitors of RGS12 GoLoco Motif Activity (Red Fluorophore) | Gai1:RGS12 GoLoco peptide FP, rhodamine, 10 min | Potency, µM (top dose mostly 61.6 µM), for inactives: at the top dose activity, negative = inhibition, hits mostly inhibitors | 230,000 compounds, 0.44% hits | AID 880, 2007; active means well fitted inhibition curve with a large enough effect, not every such curve was filed as active; inactive means no such curve, though single readings can be large or run the other way; further: nearly all actives have a fitted effect of over 30% in size; many of its hits are not listed in these tables
# JMJD2E inh – qHTS Assay for Inhibitors of Human Jumonji Domain Containing 2E (JMJD2E) | Potency, µM (highest dose often 57.1 µM), for the others: top-dose activity change, negative = inhibition, actives largely listed as inhibitors | AID 2147, 2009 | 230,000 compounds, 1.6% hits | JMJD2E catalytic domain, FDH-coupled NADH fluorescence (FDH is formaldehyde dehydrogenase) | Lysine-specific demethylase 4E (Homo sapiens), B2RXH2; active means well fitted inhibition curve with a large enough effect, not every such curve was filed as active; inconclusive means small, poorly fitted or top-dose-only effect, or another doubt; inactive means no such curve, though single readings can be large or run the other way;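 further: 0% = wells with enzyme and -100% = buffer wells without enzyme; nearly all actives have a fitted effect of over 50% in size; many of its hits are not listed in these tables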
# Starred values were filed as active, the others as inactive; i = inactive; ? = inconclusive; · = no result given; & = joins results of further samples; ! = not confirmed by another sample; [ ] = dose if it differs, or a comment. Unless noted, the call rests on the fitted dose curve; in most records, active means well fitted curve in the direction sought with a large enough effect; inconclusive means small, poorly fitted or top-dose-only effect, or another doubt; inactive means no such curve, though single readings can be large; an effect the other way counts as inactive or inconclusive. Unless noted, on the % scale 0 is the no-effect control and ±100 the full control effect; potency means the concentration at half of the fitted maximal effect. An excerpt; rates above refer to the full screens.
SMILES,L3MBTL1 inh,TR SRC2 fluor cs,Tau fibril ThT,TRb SRC2 PPI,RECQ1 inh,Tau fibril FP,RGS12 GoLoco inh,JMJD2E inh
Oc1ccc(/C=C\c2cc(O)cc(O)c2)cc1,·,-14%,14µM*,1%,-10%,10%,7%,?
CN1CCCN=C1COC(=O)C(O)(c1ccccc1)C1CCCCC1 (stereo unspecified),9%,-2%&-3%,-8%&5%,-8%&-1%,-12%,5%&-14%,10%&10%,3%&-6%
CC1Cc2ccccc2N1NC(=O)c1ccc(Cl)c(S(N)(=O)=O)c1 (stereo unspecified),-7%,2%&-2%,-2%&-4%,4%&1%,-5%&-5%,4%&4%,8%&4%,1%&-2%
Cc1cccc2c1NC(=O)C2(c1ccc(O)cc1)c1ccc(O)cc1,-4%,-2%,-1%,-13%,-9%,-1%,-1%,-3%
CC(C)=CCOc1c2ccoc2cc2oc(=O)ccc12,26%,1%,-6%,-3%,-5%,-5%,8%,1%
CCC(NC(C)C)C(O)c1ccc(O)c2[nH]c(=O)ccc12 (stereo unspecified),0%,-2%,-7%,-4%,-6%,4%,7%,?
N[C@@H](Cc1c[nH]c2ccc(O)cc12)C(=O)O,-8%,-1%&-3%&-2%,28µM*,3%&-7%&9%,-2%&-12%&4%,?,-5%&-12%&-2%,?
Cc1cncn1CCc1nc2c3ccccc3nc(SCC(=O)Nc3cccc(Cl)c3)n2n1,-19%,0%&-1%,?,-1%&10%,1%,-14%&3%,18%,9%
COc1ccc(-n2nc3c(N4CCCC(C(=O)NCc5ccccc5C)C4)nnc(C)c3c2C)cc1 (stereo unspecified),5%,1%,?,-3%,·,-8%,·,·
N#Cc1ccc(C(c2ccc(C#N)cc2)n2cncn2)cc1,·,4%,-9%,1%,13%,-11%,-4%,-2%
C/C=C(/C)C(=O)OC(C)(C)[C@@H]1Cc2c(ccc3ccc(=O)oc23)O1,9%,1%,-10%,-5%,-2%,1%,-2%,?
COc1cc2ncnc(Nc3cccc(Cl)c3)c2cc1OC,·,-14%&-3%&-1%&-1%&-2%,?,11%&-5%&-10%&3%&-10%,-8%&-3%&-1%,?,2µM*!,?
COc1cc(C(c2c(C)[nH][nH]c2=O)c2c(C)[nH][nH]c2=O)ccc1OC(=O)c1cccc(C)c1,·,1%,?,?,·,-5%,·,·
C1CCC(C(C[C@@H]2CCCCN2)C2CCCCC2)CC1,·,-1%[53 µM],·,-10%[53 µM],i,·,6%[21.6 µM],1%[25.5 µM]
CN[C@H]1[C@@H](O)[C@@H](NC)[C@@H]2O[C@@]3(O)C(=O)C[C@@H](C)O[C@H]3O[C@H]2[C@H]1O,·,-2%[53 µM],·,-1%[53 µM],i,·,-1%[21.6 µM],-7%[25.5 µM]
CCCc1nc(C(C)(C)O)c(C(=O)O)n1Cc1ccc(-c2ccccc2-c2nn[nH]n2)cc1,·,1%,0%,-1%,3%,-2%,15%,-1%
CC1=C(C(=O)O)N2C(=O)C(NC(=O)C(N)c3ccc(O)cc3)C2SC1 (stereo unspecified),·,0%,28µM*,-7%,19%,?,2%,-14%
COc1c(O)cc2c(c1O)C1OC(CO)C(O)[C@H](O)[C@H]1OC2=O (stereo partly specified),·,-2%,3%,-6%,-11%,-10%,2%,7%
O=C(c1ccccc1)c1ccc2n1CC[C@H]2C(=O)O,·,-1%[53 µM],·,10%[53 µM],i,·,20%[21.6 µM],-5%[25.5 µM]
C=CC[n+]1ccc(/C=C2\C=Cc3cc(C)ccc3N2CC)c2ccccc21,·,3%,3.2µM*,11%,-19%,32µM*,178%[activator],3.2µM*
COc1ccc(C2CNC(=O)C2)cc1OC1CCCC1 (stereo unspecified),1%,-2%&-1%&-6%&-2%&2%&-1%&-8%,-5%&-2%&2%&-10%&-9%&-6%,7%&-3%&-6%&-2%&-3%&-3%&-4%,5%&-11%&16%&-1%&-8%,3%&-11%&9%&4%&-2%&8%,11%&3%&-1%&-23%&22%&7%,?
COCCn1c(SCC(=O)Nc2ccc(F)c(Cl)c2)nc2c(oc3ccccc32)c1=O,·,-26%,-11%,-1%,·,?,·,·
O=C(O)CCC(=O)c1ccc(-c2ccccc2)cc1,7%,5%,-2%&-10%,-19%,-7%,-6%&8%,0%,0%
C[C@H](N[C@@H](C)COc1ccccc1)[C@H](O)c1ccc(O)cc1,·,-2%[53 µM],·,2%[53 µM],2%[25.9 µM],·,4%[21.6 µM],3%[25.5 µM]
CC[C@H](NC(C)C)[C@H](O)c1ccc(O)c2[nH]c(=O)ccc12,·,-1%&-1%,-3%&-7%,1%&-1%,i,-8%&-15%,5%&0%,?
CCCCNc1ccc(C(=O)OCCN(C)C)cc1,-7%,-4%,-2%&6%&15%,2%,-10%,3%&-10%&-8%,-3%,1%
C/C=C/C(=O)N(CC)c1ccccc1C,-4%,0%&0%,-12%&-2%,-1%&0%,16%,-1%&-1%,-44%&-6%,4%&-4%
CCCCCC(=O)O[C@]1(C(C)=O)CC[C@H]2[C@@H]3CCC4=CC(=O)CC[C@]4(C)[C@H]3CC[C@@]21C,-1%,-1%,?,6%,-5%,8%,7%,-19%
CCn1cc(C(=O)O)c(=O)c2cnc(N3CCNCC3)nc21,6%,-2%,-5%&-14%,-4%,-12%,-11%&-7%,11%,10%
CC(=O)OCC(=O)[C@@]1(O)CC[C@@H]2[C@H]3CCC4=CC(=O)C=C[C@]4(C)[C@]3(F)[C@@H](O)C[C@@]21C,·,-1%[53 µM],·,-6%[53 µM],i,·,-8%[21.6 µM],-3%[25.5 µM]
CC1CC2C3CCC4=CC(=O)C=C[C@]4(C)[C@@]3(Cl)C(O)C[C@]2(C)C1(OC(=O)c1ccco1)C(=O)CCl (stereo partly specified),·,-1%,2%,-4%,-5%,-3%,2%,0%
CC(=O)CCCCn1c(=O)c2c(ncn2C)n(C)c1=O,·,-1%,-15%&-3%&-3%&-6%,-9%,-8%,-7%&0%&2%&-9%,10%,8%
COc1nccc(-c2c(-c3ccc(F)cc3)ncn2C2CCC(O)CC2)n1 (stereo unspecified),·,0%,-5%,-1%,i,-3%,11%,?
O=C(O)c1cccnc1Nc1cccc(C(F)(F)F)c1,8%,-2%,-11%&-10%&-8%&-7%&-4%,4%,3%,8%&2%&1%&1%&3%,8%,15%
CCCCCCCCCCCCCCC[C@H](O)[C@@H](N)CO,·,-1%&-2%,0%&4%,-2%&1%,0%,-2%&8%,-4%&4%,6%
CCc1ccc(CCOc2ccc(CC3SC(=O)NC3=O)cc2)nc1 (stereo unspecified),·,-1%&-1%,0%&-5%,5%&-4%,-10%&-1%,5%&0%,11%&10%,4%
CC(=O)O[C@]1(C(C)=O)CC[C@@H]2[C@@H]3C=C(Cl)C4=CC(=O)[C@H]5C[C@@H]5[C@]4(C)[C@H]3CC[C@]21C,·,-7%[53 µM],·,3%[53 µM],-11%[25.9 µM],·,-2%[21.6 µM],4%[25.5 µM]
COc1cc(N)c(Cl)cc1C(=O)N[C@H]1CCN(CCCOc2ccc(F)cc2)C[C@@H]1OC,·,-4%,-17%,-2%,i,4%,6%,-22%
Oc1cc2c(cc1O)[C@H]1c3ccc(O)c(O)c3OC[C@@]1(O)C2,35µM*,-2%&-2%,18µM*,1%&8%,-18%,?,4µM*!,3.5µM*
Cc1nc2c(-c3ccccc3)c(C)[nH]n2c(=O)c1Cc1ccc(Br)cc1,·,1%,-5%,-4%,·,7%,·,·
O=C(CCCCCn1c(=O)c2sccc2n(CC(=O)Nc2cccc(Cl)c2)c1=O)NCc1ccc2c(c1)OCO2,·,?,12%,1%,·,?,·,·
Cc1cccc(N2CCN(C(=O)CCC(=O)NNc3nc4ccccc4c4nc(C)nn34)CC2C)c1 (stereo unspecified),·,-1%,?,2%,·,0%,·,·
COc1ccc(C[C@H]2COC(=O)[C@@H]2Cc2ccc(OC3OC(CO)C(O)C(O)C3O)c(OC)c2)cc1OC (stereo partly specified),3%,-5%,-6%,-5%,-6%,3%,-5%,2%
O=c1oc2c(O)c(O)cc3c(=O)oc4c(O)c(O)cc1c4c23,?,?,14µM*,-2%&3%&-1%,0.56µM*,?,28µM*!,2.5µM*

# Complete entries, quoted from the list. Values in the order: L3MBTL1 inh	TR SRC2 fluor cs	Tau fibril ThT	TRb SRC2 PPI	RECQ1 inh	Tau fibril FP	RGS12 GoLoco inh	JMJD2E inh
# Cc1nc2c(-c3ccccc3)c(C)[nH]n2c(=O)c1Cc1ccc(Br)cc1 is entered as ·	1%	-5%	-4%	·	7%	·	·
# O=C(CCCCCn1c(=O)c2sccc2n(CC(=O)Nc2cccc(Cl)c2)c1=O)NCc1ccc2c(c1)OCO2 is entered as ·	?	12%	1%	·	?	·	·
# Cc1cccc(N2CCN(C(=O)CCC(=O)NNc3nc4ccccc4c4nc(C)nn34)CC2C)c1 (stereo unspecified) is entered as ·	-1%	?	2%	·	0%	·	·
# CC1CC2C3CCC4=CC(=O)C=C[C@]4(C)[C@@]3(Cl)C(O)C[C@]2(C)C1(OC(=O)c1ccco1)C(=O)CCl (stereo partly specified) is entered as ·	-1%	2%	-4%	-5%	-3%	2%	0%
